HIV peptide binding: cell-free HIV fusion peptide-binding blockers – biochemical, uHTS, fluorescence dequenching, primary screen (AID 1986). 290,000 compounds, 0.3% hits. cell-free peptide binding, fluorescence dequenching, 30 min; higher % means a stronger effect. inhibition, % at 20 µM, or IC50 in µM where a hit was titrated; in the data active = inhibition mostly above about 52%, no sharp cut-off; inactive = mostly below about 76%; also: some results filed as inactive read as strong as hits
MgcRacGAP inhibition: MgcRacGAP GTPase-activating activity inhibitors, confirmation, biochemical, ADP Hunter fluorescence; MgcRacGAP-stimulated Rac1 GTP hydrolysis, ADP Hunter fluorescence; higher % means a stronger effect; GST-tagged Rac1 F28L mutant substrate; inhibition, % at 30 µM; hits with a dose series show IC50 in µM; 340,000 compounds, 0.6% hits; AID 624330;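 active = first-screen hits whose inhibition reached a set limit at any dose in the follow-up dose series; inconclusive = inhibition above the set first-screen limit but never retested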;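 also: fluorescence reports GDP produced by GAP-driven GTP hydrolysis; strong numbers were not always called active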
AID2073: inhibitors of Mint1-CaV2.2 protein interaction, biochemical, HTRF (AID 2073). HTRF protein-protein interaction, Mint1-CaV2.2; higher % means a stronger effect. one-dose inhibition, % at 20 µM; IC50 in µM for titrated hits. 290,000 compounds, 0.19% hits; in the data active = inhibition mostly above about 51%, no sharp cut-off; inconclusive = no clear call, values can overlap the other calls; inactive = mostly below about 53%; also: some results filed as inactive read as strong as hits
LYP phosphatase: PTPN22 lymphoid phosphatase activity blockers – biochemical, fluorescence intensity, uHTS (AID 1779). recombinant LYP phosphatase, fluorescence intensity; higher % means a stronger effect. one-dose inhibition, % at 11.5 µM; IC50 in µM for titrated hits. 290,000 compounds, 0.054% hits; in the data active = inhibition above about 50%;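 also: plate controls were vehicle with enzyme for no effect and no enzyme for full effect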
XIAP displacement: small molecules displacing peptide from XIAP – biochemical, IAP family, fluorescence polarization (AID 1018); XIAP BIR domain, fluorescence polarization peptide displacement; higher % means a stronger effect; 200,000 compounds, 0.007% hits; one-dose displacement, % at 20 µM; IC50 in µM for titrated hits; in the data active = displacement above about 50%; also: a part of the inactive calls stands beside numbers as strong as those of hits
Siah-1 displacement: blockers of Siah-1 interaction with plectin peptide – biochemical, fluorescence polarization, rhodamine-plectin, uHTS, primary screen (AID 1817); 290,000 compounds, 0.02% hits; Siah-1 / rhodamine-plectin peptide fluorescence polarization; higher % means a stronger effect; displacement, % at 20 µM; hits with a dose series show IC50 in µM;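 active = displacement of at least 50% at 20 µM, with a fluorescence ratio check between 0.3 and a set limit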;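 also: plate controls were Siah plus tracer with DMSO for no effect and tracer alone without Siah for full effect; strong numbers were not always called active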
Dengue-2 NS5 capping: Dengue-2 NS5 methyltransferase inhibitors, primary screen, biochemical, confirmation dose response (AID 588689) | inhibition, % at 25 µM; hits with a dose series show IC50 in µM | 340,000 compounds, 0.3% hits | Dengue-2 NS5 methyltransferase capping enzyme assay, biochemical; higher % means a stronger effect; in the data active = a potency from the dose series; inconclusive = inhibition above about 29% without an active follow-up result
RSV antiviral HEp-2: inhibition of RSV-induced cytopathic effect – HEp-2 cells, primary 10 µM value included (AID 2391); HEp-2 cells, RSV-induced CPE inhibition; higher % means a stronger effect; one-dose CPE inhibition, % at 10 µM; IC50 in µM for titrated hits; 310,000 compounds, 0.13% hits; in the data active = a potency from the dose series; inconclusive = CPE inhibition mostly from about 23% at the one dose, without a potency; inactive = the rest, 99 in 100 with CPE inhibition below about 21%; also: strong numbers were not always called active
Large T inhibition: SV40 large T antigen inhibitors, biochemical (AID 1903); 310,000 compounds, 0.39% hits; inhibition, % at 20 µM; hits with a dose series show IC50 in µM; SV40 large T antigen ATPase/helicase inhibition assay; higher % means a stronger effect; in the data active = a potency from the dose series; inconclusive = inhibition mostly from about 32% at the one dose, without a potency; inactive = the rest, 99 in 100 with inhibition below about 32%; also: strong numbers were not always called active
Dengue-2 NS5 capping pilot replicate: recorded beside Dengue-2 NS5 capping, whose call it bears; inhibition, %; measured here: pilot screen replicate inhibition
Active calls of the source: *; u = inconclusive; x = no result given; & = joins results of further samples. Rows are unselected. Share with any hit: about 1.7%.

SMILES | HIV peptide binding | MgcRacGAP inhibition | AID2073 | LYP phosphatase | XIAP displacement | Siah-1 displacement | Dengue-2 NS5 capping | RSV antiviral HEp-2 | Large T inhibition | others
CCOC(=O)c1c(C)[nH]c(C)c1C(=O)COC(=O)c1cccc(S(=O)(=O)N(CC)CC)c1 | -2.2% | 18% | -1% | 5% | 1.1% | 2% | -4% | 1.4% | 0%
CCOc1ccc(CN(CC)C(=O)Cc2c[nH]c3ccccc23)cc1OC | 3.2% | 6% | 29% | -5% | x | 1% | -5% | 10% | 7%
CC(C)C/C=C1\CCc2c([nH]c3ccccc23)C1=O | -0.8% | -3% | 9% | -5% | -2.7% | 1% | 2% | 2.8% | 16%
COc1ccc2c(c1OC)C(=O)N(c1nccs1)C2 | -4.8% | 16% | 14% | -10% | -4.4% | 0% | 0% | 0.4% | 8%
Cc1ccc(C(=S)N2CCCCCC2)cc1 | -0.1% | 14% | 3% | -11% | x | -4% | 1% | 1.0% | 9%
Cc1csc2nc(CSc3nc4ccccc4o3)cn12 | 1.1% | 12% | 0% | -5% | -3.6% | -3% | -4% | 1.4% | 28%
O=C(NC1CCCCCC1)C1CCCN(S(=O)(=O)c2cccs2)C1 (configuration not stated) | -1.0% | 12% | 0% | 1% | 4.1% | -1% | 3% | 0.9% | 1%
COc1ccc(OC)c(NC(=O)COC(=O)CCCN2C(=O)c3ccccc3C2=O)c1 | 1.5% | 3% | -5% | -8% | -1.3% | 2% | 1% | -0.1% | 17%
O=S(=O)(c1ccccc1)[C@@]1(c2ccc(Br)cc2)C[C@@H]2ON=C(c3cccc(Br)c3)[C@@H]2C1 | x | 10% | x | x | x | x | -2% | 16% | -2%
CC(=O)OCC1OC(n2cc(F)c(=O)[nH]c2=O)C(OC(C)=O)C1OC(C)=O (configuration not stated) | x | 9% | x | x | x | x | -2% | 12% | 7%
CCC(CC)N1CCN(C(=O)c2cccc(Cl)c2)CC1 | 0.0% | 193µM* | 0% | -5% | x | 14% | -8% | 1.5% | 6%
O=C(Nc1ccccc1Br)C1CCN(C(=O)Cc2ccccc2)CC1 | -0.5% | 6% | 2% | -2% | 17% | 14% | -1% | 1.4% | -5%
Cc1ccc2nc(SCCC#N)nc(C)c2c1 | 0.7% | 4% | -4% | -8% | -4.7% | 0% | -13% | u | -7%
Cn1ncc(Br)c1C(=O)OCC(=O)Nc1nc(-c2ccccc2)cs1 | -1.3% | 7% | -4% | 0% | -9.9% | 20% | -6% | 1.8% | 8%
O=C(Nc1ccccc1F)C(c1ccccc1)c1ccccc1 | x | 9% | x | x | x | x | 1% | 0.0% | 11%
Cc1ccc(N(C(=O)c2csnn2)C(C(=O)NCc2ccccc2)c2ccccn2)cc1 (configuration not stated) | -0.3% | 5% | 5% | 3% | x | 0% | -1% | 2.6% | 8%
COc1cccc(NC(=O)CNC(=O)c2cccs2)c1 | -1.3% | 10% | 6% | -2% | -3.8% | 4% | -3% | -0.9% | 7%
COc1cc(NS(=O)(=O)c2ccc(NC(=O)c3ccc(C)o3)cc2)nc(OC)n1 | 2.6% | 3% | -2% | -3% | -8.1% | 1% | -2% | 0.1% | -6%
Cc1ccccc1OCC(=O)OCC(=O)Nc1cc(S(C)(=O)=O)ccc1Cl | x | 3% | x | x | x | x | 2% | -1.4% | 8%
CCN(C(=S)NC(=O)c1ccccc1Br)C1CCCCC1 | 0.4% | 5% | -14% | 3% | -2.5% | -3% | -7% | -0.2% | 13%

Next section; it opens with the 2 that closed the last part.
SMILES | HIV peptide binding | MgcRacGAP inhibition | AID2073 | LYP phosphatase | XIAP displacement | Siah-1 displacement | Dengue-2 NS5 capping | RSV antiviral HEp-2 | Large T inhibition | others
Cc1ccccc1OCC(=O)OCC(=O)Nc1cc(S(C)(=O)=O)ccc1Cl | x | 3% | x | x | x | x | 2% | -1.4% | 8%
CCN(C(=S)NC(=O)c1ccccc1Br)C1CCCCC1 | 0.4% | 5% | -14% | 3% | -2.5% | -3% | -7% | -0.2% | 13%
COc1cc(C)c(Cl)cc1S(=O)(=O)NCCCN1CCOCC1 | -1.6% | -4% | -4% | -10% | -3.2% | 1% | 4% | -1.3% | 9%
Clc1ccc2nc(C3CCN(Cc4ccccc4)CC3)[nH]c2c1 | -2.1% | 5% | -5% | -8% | -0.9% | 1% | -3% | -1.2% | -9%
C/C(CC(=O)Nc1cc(C)ccn1)=N\NC(=O)C(=O)Nc1cccc(C)c1 | 0.3% | 9% | 0% | -7% | -3.5% | -1% | -3% | 0.4% | 4%
O=C(COCc1cc(-c2ccc3c(c2)OCO3)on1)N1CCN(c2ccccc2)CC1 | -1.1% | 3% | 8% | -10% | x | 3% | -2% | 19% | 9%
Cc1ccc2nc(N/C(=N/S(=O)(=O)c3ccc(F)cc3F)c3ccccc3)sc2c1 | -0.1% | 10% | 18% | 1% | -4.0% | 9% | -5% | 18% | 11%
COc1ccc(-c2nc(CS(=O)CC(=O)NCCCN3CCCC3)c(C)o2)cc1OC (configuration not stated) | -3.2% | 11% | -8% | -5% | -1.8% | -6% | -5% | -0.6% | 9%
O=C(CC1OC(=O)c2ccccc21)c1ccco1 (configuration not stated) | -0.3% | 7% | u | 5% | 0.4% | 0% | -4% | 0.4% | 9%
O=C(Nc1nncs1)c1ccc2c(c1)OCO2 | -1.4% | 6% | 6% | -10% | x | -5% | -3% | 1.6% | -2%
CC(=O)Nc1ccc(S(=O)(=O)NCc2ccc3[nH]c(C)cc3c2)cc1 | -1.7% | 15% | 11% | -2% | -7.2% | -5% | 3% | 5.2% | 6%
CCCNC(=O)c1ccc(COc2ccc(Cl)cc2)o1 | -0.1% | 12% | 8% | -9% | x | 0% | -8% | 3.2% | 6%
O=C(NCCc1ccccc1)c1cccc(S(=O)(=O)N2CCCCC2)c1 | -0.9% | 7% | 7% | -8% | x | 3% | -3% | 4.1% | 8%
COC(=O)c1cc(NC(=S)Nc2cc(Cl)cc(Cl)c2)cc(C(=O)OC)c1 | 2.9% | 9% | 10% | 3% | -9.3% | -1% | -5% | 8.6% | 7%
Nc1ccc(S(=O)(=O)O)cn1 | 0.3%&3.2% | 10%&11%&-4% | 5%&-2% | -7%&-4% | -5.8% | 0%&0% | -3%&-6%&-5% | -0.4%&-0.8%&3.0% | 10%&12%&13%
Cc1c(OCC(=O)C(C)(C)C)ccc2c(-c3ccccc3)cc(=O)oc12 | -0.9% | 12% | 14% | -4% | x | -8% | -3% | 7.2% | 1% | Dengue-2 NS5 capping pilot replicate=5.2
NC(=O)CCN1CCN(S(=O)(=O)/C=C/c2ccccc2)CC1 | -1.3% | 2% | 5% | 0% | x | 1% | -7% | 3.1% | 10%
Cc1ccc(NC(=O)C2CCCO2)c(Br)c1 (configuration not stated) | x | 7% | x | x | x | x | 7% | 1.7% | 9%
Cc1sc2nc(CSc3nnc(Cc4cccs4)n3C3CCCCC3)[nH]c(=O)c2c1C | 0.0% | 5% | 9% | 5% | -5.4% | -6% | 9% | 3.0% | 21%
COc1ccc(Oc2nc3c(c(=O)n(C)c(=O)n3C)n2Cc2ccccc2)cc1 | -0.9% | -10% | 2% | -2% | -14% | 2% | -3% | 1.6% | 1%
COC(=O)C1=C(C)OC(N)=C(C#N)C1c1ccccc1F (configuration not stated) | -1.7% | 9% | -2% | -4% | -3.0% | -1% | 0% | -0.9% | -15%
CC12CCC(C(=O)Nc3nccs3)(OC1=O)C2(C)C (configuration not stated) | -2.5% | 3% | -6% | -5% | -2.7% | 2% | -6% | 0.8% | 8%
O=C(c1ccccc1)n1nnc2ccccc21 | 0.5% | 3% | 1% | 0% | -8.3% | 3% | -13% | -0.5% | 2%
CCOc1ccc2nc(SCC(=O)NC3CCCCC3)[nH]c2c1 | 1.6% | 3% | 14% | -6% | x | 7% | -1% | 12% | 10%
CC1(c2ccc(Cl)cc2)NC(=O)N(CC(=O)NC(=O)NCc2ccco2)C1=O (configuration not stated) | 2.7% | 9% | 1% | -6% | -7.9% | 2% | 1% | 0.8% | 7%
COc1cccc2c1cc1c(=O)n(CC(=O)N3CCC(C)CC3)nc(C)n12 | 1.4% | -3% | 29% | -17% | x | 6% | -12% | 3.2% | 11%
Cc1n(CC(=O)c2ccc(F)cc2)c2ccccc2[n+]1C | -1.2% | 3% | 4% | -6% | -3.3% | 3% | x | -0.2% | 8%
O=C(COc1ccccc1[N+](=O)[O-])N/N=C/c1cccs1 | 0.5% | -9% | 0% | -1% | -18% | 5% | -4% | 1.4% | 16%
CC(=O)Nc1cccc(C(=O)OCC(=O)NC(=O)c2ccccc2)c1 | x | 9% | x | x | x | x | -6% | 0.6% | 5%
CCOC(=O)C1CCCN(CC(=O)c2c[nH]c3ccc(C)cc23)C1 (configuration not stated) | -2.1% | x | 3% | -4% | x | -2% | x | 4.4% | 17%
COc1ccc(/C=C(\C#N)C(=O)N=CN(C)C)cc1 | -1.4% | 4% | 2% | 0% | -4.2% | 6% | 12% | 0.9% | 2%
Cc1ccc2c(c1)c1nnc(SCC(=O)N3CCN(c4ccc(F)cc4)CC3)nc1n2CC(=O)O | 10% | 0% | 1% | -6% | 4.5% | 3% | 8% | 1.8% | 11%
COc1nc(N(C)C)nc(N2CC(=O)N(CCNS(=O)(=O)c3ccc(C)cc3)C2=N)n1 | 0.7% | 8% | 1% | 0% | -3.8% | 1% | 0% | 0.1% | -1%
COCCn1cc(-c2csc(N)n2)c2ccccc21 | 3.4% | -13% | -22% | -5% | x | 0% | 7% | 0.7% | 20% | Dengue-2 NS5 capping pilot replicate=4.2
CC1CCN(c2nc3ccccc3nc2C(C#N)C(=O)NC2CCCCC2)CC1 (configuration not stated) | 2.6% | x | 12% | -1% | 2.2% | 2% | x | 0.5% | x
CC1=CCC(C(=O)O)(C(=O)N/N=C/c2cccs2)C(c2ccc([N+](=O)[O-])cc2)C1 (configuration not stated) | 5.0% | -3% | -3% | -1% | -4.5% | 4% | 2% | 2.2% | 6%
CC(C)(C)c1cc(CCC(=O)NCc2ccncc2)cc(C(C)(C)C)c1O | -2.2% | 7% | -5% | -5% | x | 4% | -6% | 2.2% | 8%
Cc1ccccc1S(=O)(=O)/N=C(/c1ccccc1)N(C)C | -0.2% | 14% | 13% | -9% | x | 5% | -7% | 3.7% | 19%
O=C(CN(C1CCCCC1)S(=O)(=O)c1ccc(F)cc1)NCCCO | -0.2% | 3% | 2% | 2% | -0.6% | 0% | -6% | -1.6% | 12%
O=C(C1CCCN(c2ncnc3c2nc2n3CCCCC2)C1)N1CCN(c2ccc(Cl)cc2)CC1 (configuration not stated) | -1.3% | -9% | -12% | 1% | x | 6% | -3% | 7.7% | 7%
COc1ccc(NC(=O)CNC(=O)c2ccco2)cc1 | 1.2% | -2% | 6% | -11% | x | -2% | -9% | 0.8% | 21%
